Screens deposited in PubChem BioAssay by Sanford-Burnham Center for Chemical Genomics.
MIN6 prolif = inducers of beta-cell replication in MIN6 cells. MIN6 cells proliferation, ATPlite luminescence, 48 h; cells starved in 0.2% serum; 100% = growth in 10% serum. proliferation, % at 10 µM. 0.29% of 330,000 active;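 active = compounds whose signal lies at least 3.5 SD above the mean of all wells on their plate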;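 note: 0% = DMSO-treated cells in low-serum medium and 100% = 10% serum control; some compounds called inactive have numbers as strong as hits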
MPTP inh = blocks calcium-induced mitochondrial swelling | isolated mouse mitochondria, Ca2+ swelling absorbance, 30 min | inhibition, % at 10 µM | 1.4% of 360,000 active;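 active = inhibition of 50% or more, scaled per plate between neutral and stimulator controls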;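 note: 0% = DMSO wells given calcium and 100% = 1 mM EGTA wells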
mIAP activ = mouse IAP activation | 0.24% of 330,000 active | muIAP, CDP-Star luminescence, 30 min; hits give high values; 1 = vehicle-only enzyme signal, 0 = enzyme-free wells | activation factor at 10 µM;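 active = activation factor of at least 2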; note: the source names both 10 and 20 µM as test concentration; values of inactives mirror those of a sister screen read the other way
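System: Mouse IAP enzyme | Also added: CDP-Star substrate | Dosing: Compounds dispensed in DMSO | Schedule: 30 min enzyme-substrate-compound incubation at room temperature | Technique: Chemiluminescence readout | Control set: DMSO-only wells and no-enzyme negative control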
hIAP inh = human IAP inhibition; inhibition, % at 10 µM; 0.12% of 330,000 active; AID 2544; P09923; purified IAP, CDP-Star luminescence, 30 min;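 active = inhibition reaching a set limit with compound at 10 µM in the primary screen, cut at about 35% in these data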;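 note: plate controls were DMSO wells with enzyme for no effect and no-enzyme buffer wells for full effect; values of inactives mirror those of a sister screen read the other way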
Target sequence (P09923 whole entry, looked up): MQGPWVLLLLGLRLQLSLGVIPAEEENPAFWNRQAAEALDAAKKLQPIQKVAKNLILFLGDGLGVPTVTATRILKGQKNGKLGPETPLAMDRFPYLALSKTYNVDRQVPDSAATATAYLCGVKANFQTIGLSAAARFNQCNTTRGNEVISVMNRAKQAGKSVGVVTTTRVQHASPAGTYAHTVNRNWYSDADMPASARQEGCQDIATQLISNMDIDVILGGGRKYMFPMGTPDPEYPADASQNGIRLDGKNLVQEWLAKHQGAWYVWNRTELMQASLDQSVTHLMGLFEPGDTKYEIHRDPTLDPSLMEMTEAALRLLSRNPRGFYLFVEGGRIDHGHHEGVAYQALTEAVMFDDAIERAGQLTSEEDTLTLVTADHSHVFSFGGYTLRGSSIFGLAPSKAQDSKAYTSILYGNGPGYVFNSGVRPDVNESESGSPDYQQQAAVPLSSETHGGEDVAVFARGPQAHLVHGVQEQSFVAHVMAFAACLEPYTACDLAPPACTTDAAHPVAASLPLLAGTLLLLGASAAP
mIAP inh = blocks mouse intestinal alkaline phosphatase. purified mouse IAP, CDP-Star luminescence, 30 min. inhibition, % at 10 µM. 0.2% of 330,000 active. AID 2806;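 active = inhibition of at least 40% at 10 µM in the primary screen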;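 note: plate controls were DMSO with enzyme for no effect and no enzyme wells for full effect; values of inactives mirror those of a sister screen read the other way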
hIAP activ = increases human intestinal alkaline phosphatase activity; P09923; purified human IAP, CDP-Star luminescence, 30 min; hits give high values; 1 = vehicle-only enzyme, 0 = enzyme-free background; activation factor at 10 µM; 0.16% of 330,000 active; AID 2524;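 active = activation factor of the enzyme at least 2-fold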; note: the source names both 10 and 20 µM as test concentration; values of inactives mirror those of a sister screen read the other way
A3A deaminase = blocks human APOBEC3A ssDNA deamination; P31941; recombinant A3A, FAM/TAMRA ssDNA deamination fluorescence; inhibition, % at 20 µM; 0.41% of 330,000 active; AID 493011;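 active = at least 40% inhibition at 20 µM here, with at most 30% in a related deaminase screen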;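 note: plate controls were A3A with DMSO for no effect and wells lacking A3A enzyme for full effect; some results filed as inactive read as strong as hits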
GRIN3A LBD mod = NR3A (human) ligand-binding domain modulation; 2.5% of 340,000 active; Tm shift relative to glycine control, % at 25 µM; NR3A LBD differential scanning fluorimetry, Tm shift; 0% = protein alone, 100% = glycine-bound protein;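 active = melting temperature shift of at least 10% of the positive control shift, at one fixed dose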
A3G deaminase = blocks human APOBEC3G single-stranded DNA deamination; Q9HC16; recombinant A3G, ssDNA deamination FAM/TAMRA fluorescence; inhibition, % at 20 µM; 0.28% of 330,000 active;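 active = inhibition of at least 40% at 20 µM, with no more than 30% in the related APOBEC3A deaminase screen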;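 note: plate controls were DMSO wells with A3G for no effect and wells lacking A3G enzyme for full effect; some compounds called inactive have numbers as strong as hits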
Target sequence (Q9HC16 whole entry, looked up): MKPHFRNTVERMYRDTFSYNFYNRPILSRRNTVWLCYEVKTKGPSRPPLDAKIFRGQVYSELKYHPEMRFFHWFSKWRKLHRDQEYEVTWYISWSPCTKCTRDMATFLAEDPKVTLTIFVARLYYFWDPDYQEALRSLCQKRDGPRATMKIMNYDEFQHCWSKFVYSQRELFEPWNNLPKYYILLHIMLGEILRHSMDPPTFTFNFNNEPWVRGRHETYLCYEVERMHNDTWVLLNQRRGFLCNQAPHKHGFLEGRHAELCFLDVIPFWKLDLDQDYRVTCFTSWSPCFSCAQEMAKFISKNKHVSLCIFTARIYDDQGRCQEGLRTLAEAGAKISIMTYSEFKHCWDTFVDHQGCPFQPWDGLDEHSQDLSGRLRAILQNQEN
Starred values were filed as active, the others as inactive. The order is random (roughly 5% active in at least one column).

SMILES	MIN6 prolif	MPTP inh	mIAP activ	hIAP inh	mIAP inh	hIAP activ	A3A deaminase	GRIN3A LBD mod	A3G deaminase
COc1ccc(NS(=O)(=O)c2ccc(Cl)c(C(=O)O)c2)cc1S(=O)(=O)N1CCCCC1	1	0.7	0.97	-2	3	1	-4	-1	-12
COC(=O)CSc1nccc(-c2ccc(F)cc2)c1C#N	-2	-2.8	0.95	-4	5	1	-1	-1	-7
COc1ccc(S(=O)(=O)N2CCN(c3ccc(F)cc3)CC2)cc1C(=O)N1CCCC1	-2	0.7	0.96	11	4	0.89	-2	0	-5
COc1ccc(-n2nnnc2SCC(=O)NCc2cccs2)cc1	-2	0.5	0.99	10	1	0.9	4	-1	-15
COc1ccccc1NS(=O)(=O)c1cccc(C(=O)N2CC(C)OC(C)C2)c1 (stereo not given)	-1	-3.0	1	-6	0	1.1	-3	-1	-4
O=C(Nc1ccc2c(c1)oc1ccccc12)C1CC1	-4	4.9	1.2	6	-20	0.94	-2	4	-5
CN(Cc1cccnc1)C(=O)CC1C(=O)NCCN1Cc1ccc(-c2ccccc2)cc1 (stereo not given)	1	1.2	0.97	4	3	0.96	-4	0	-6
CCCc1nc(SCC(=O)N2CCCC2)c2ccccc2n1	1	1.6	0.95	0	5	1	-4	0	-9
CCCc1cc(C(=O)NC2CCCN(Cc3ccccc3F)C2)no1 (stereo not given)	1	-1.7	0.99	-27	1	1.3	-5	-1	-8
N#Cc1c(N2CCOCC2)nsc1-c1ccccc1	1	0.9	1	16	-1	0.84	1	-2	-1
Cc1ccc(-n2nc(C)c3c(C)c(CCC(=O)O)c(C)nc32)cc1	5	-0.1	1.1	1	-5	0.99	-1	-1	-1
C/C(=N/Oc1nc(C)cc(C)n1)c1ccc(F)cc1	3	-0.4	0.94	8	6	0.92	4	-1	-1
CN(c1ccccc1C(N)=O)S(=O)(=O)c1ccccc1	-1	-3.5	1	-14	-1	1.1	-2	1	15
COc1ccc(S(=O)(=O)N2CCN(CC(=O)c3[nH]c(C)c(C(C)=O)c3C)CC2)cc1OC	2	-1.3	0.93	14	7	0.86	-3	2	-5
Cc1cc(Nc2ccccc2C(=O)O)nc2nc3ccccc3c(=O)n12	-2	-1.3	1.1	-4	-8	1	-2	0	-1
CCCOc1ccc(CNC(=O)Cc2cccs2)cc1	-2	0.9	1	-9	-2	1.1	0	2	-4
O=C(O)c1cc([N+](=O)[O-])ccc1N1CCC(Cc2ccccc2)CC1	5	3.3	0.86	-11	14	1.1	-2	-18	-7
CCCCc1c(C)nc2cc(-c3ccco3)[nH]n2c1=O	-3	2.7	1	-10	-3	1.1	-4	3	5
Clc1ccc(-c2nnc(C3CCCCC3)o2)cc1	1	0.8	0.99	4	1	0.96	-6	2	-7
CCC(C)NC(=O)CCC(=O)NNc1nc2ccccc2c2nc(C)nn12 (stereo not given)	0	3.9	0.92	-18	8	1.2	-1	-1	-6
O=C(O)CCCC(=O)Nc1ccc(-n2ccc(C(F)(F)F)n2)cc1	0	0.2	1	-15	0	1.2	2	1	-2
COc1cccc(N(C(=O)Cn2nnc(-c3cccs3)n2)C(C(=O)NC2CCCCC2)c2ccncc2)c1 (stereo not given)	1	0.4	0.99	8	1	0.92	-2	-1	-2
Cn1c(SCC(=O)NC2CCCCC2)nnc1-c1ccccn1	-1	0.2	1	-11	0	1.1	3	1	-2
CC(=O)N(CN1C(=O)c2ccccc2C1=O)c1cccc(C)c1	-3	0.3	1	5	-3	0.95	-3	4	-4
Cc1cc(NC(=O)CN2CCCCC2C)no1 (stereo not given)	-1	2.1	0.99	13	1	0.87	-4	1	-7
O=S(=O)(c1cccc(C(F)(F)F)c1)N1CCC(O)(c2cccnc2)CC1	-1	-0.2	0.98	8	2	0.93	2	1	5
CCC(CC)Nc1ccc(C(CC(N)=O)NC(=O)Cc2ccc(Br)cc2)cc1[N+](=O)[O-] (stereo not given)	-3	-2.6	0.77	6	23	0.94	-1	-2	-6
Cc1sc2ncnc(SCC(=O)NC3CCCC3)c2c1C	0	-1.9	1	8	0	0.92	0	-1	-4
COc1cc(C(=O)NNC(=O)CCOc2ccccc2)cc(OC)c1OC	0	-1.3	1.1	-7	-7	1.1	0	-2	-1
Cc1ccc(C(c2nnnn2C2CCCC2)N2CCN(c3nc4ccccc4s3)CC2)cc1 (stereo not given)	-3	1.3	1.5	16	-46	0.84	-1	1	-2
O=C(Cn1ncn2nc(-c3ccccc3)cc2c1=O)NCc1ccccn1	-1	-1.7	0.98	-16	2	1.2	0	-5	-5
COc1ccccc1CCNC(=O)C(=O)NCC1OCCN1S(=O)(=O)c1cc(F)ccc1F (stereo not given)	7	-1.4	0.97	8	3	0.92	-8	0	-9
CC(=O)c1cc(C#N)c(N(C)Cc2ccccc2)nc1C	-4	0.9	0.91	9	9	0.91	-4	0	-8
N#C/C(=C\c1cn(Cc2ccccc2F)c2ccccc12)C(=O)NCc1ccco1	1	0.1	0.84	24	16	0.77	-1	0	-4
COC(=O)c1cccc(-n2[nH]nnc2=S)c1	0	0.4	0.88	9	12	0.91	0	0	59*
Cc1ccccc1Cn1cc(NC(=O)COc2ccccc2)cn1	-2	2.5	1.1	1	-7	0.99	2	-2	-2
Cc1ccc2c(c1)N(C(C)C(=O)NCc1ccc3c(c1)OCO3)C(=O)CO2 (stereo not given)	-3	1.2	0.96	-19	4	1.2	0	1	-6
CC(=O)c1ccc(C(=O)N2CCCC(C(=O)c3ccc(Cl)cc3)C2)s1 (stereo not given)	-4	-0.1	1.1	-32	-6	1.3	-1	0	-1
Nc1cc(S(=O)(=O)N2CCCCC2)ccc1Oc1ccccc1	-2	-0.7	1.1	14	-6	0.86	-2	-1	-8
CC(=O)c1ccc(NC(=O)N2CCN(c3cccc(Cl)c3)CC2)cc1	-1	17	1.1	-7	-12	1.1	-2	0	-4
Cn1c(=O)cc(OCCCC(=O)NCc2cccnc2)c2ccccc21	-3	1.1	1	2	0	0.98	0	0	-2
CC(=O)C1=C(O)C(=O)N(Cc2ccccc2)C1c1ccccc1F (stereo not given)	-1	-0.5	1.1	-3	-8	1	-3	0	-6
COc1ccc(C(=O)C2CCCN(C(=O)CCc3scnc3C)C2)c(C)c1 (stereo not given)	-1	0.8	1	-6	0	1.1	-3	0	-9
COC/C=C/C1=CC2=CC(=O)C(C)(OC(=O)c3cnc4ccccc4n3)C(=O)C2=CN1c1ccc(OC)cc1 (stereo not given)	0	2.1	0.9	12	10	0.89	-4	-2	-9
CCOc1ccc2oc(C(=O)N(CC)CC(=O)Nc3c(F)cccc3F)c(C)c2c1	6	0.7	0.95	-11	5	1.1	0	-2	-7
CN1CCN(C2=C(Cl)C(=O)N(c3ccc(Cl)c(Cl)c3)C2=O)CC1	-6	0.4	1	-2	-2	1	-2	-3	-1
Cc1cc(C)n(CCCN2C(=O)c3cccc4cccc(c34)C2=O)n1	0	1.0	0.97	12	3	0.88	-1	5	-6
CCCCSc1nc2sc3c(c2c(=O)n1-c1ccc(C)cc1)CCN(C)C3	-7	-1.8	0.89	2	11	0.98	0	-6	-5
O=[N+]([O-])c1cc(-c2ccc(/C=N/n3cnnc3)o2)ccc1Cl	-2	-0.3	0.93	-16	7	1.2	5	0	-6
O=C(CSc1nnc(CNC(=O)c2c(F)cccc2F)o1)Nc1ccc2c(c1)OCO2	1	-1.5	0.93	-2	7	1	-2	1	-4
CN1CCCN(C(=O)c2cc(=O)[nH]c3ccccc23)c2nc3ccccc3nc21	3	0.2	0.89	5	11	0.95	-1	1	-1
CCOc1ccc(C(=O)NCC(=O)OCC(=O)Nc2nnc(-c3ccccc3)o2)cc1	-4	-0.6	0.93	-14	7	1.1	-1	0	-5
CCOC(=O)N1CCN(c2nc(C)cc(C(F)(F)F)n2)CC1	-1	0.4	0.92	-5	8	1	-1	-2	-1
O=C(Oc1ccc2ccc(OC(=O)N3CCOCC3)cc2c1)N1CCOCC1	-3	0.4	0.94	-13	6	1.1	2	0	-7
COc1ccc(CNC(=O)C/C(C)=N/NC(=O)COc2ccc(C)cc2Br)cc1	2	0.8	0.96	-12	4	1.1	-3	2	-5
COCCNC(=O)c1nc2ccccc2s1	-3	-2.1	0.99	-18	1	1.2	-5	-4	2
CC(=O)N1CCCc2cc(S(=O)(=O)CCC(=O)N3CCN(c4ccccc4)CC3)ccc21	-2	-0.2	1.1	-12	-8	1.1	-2	-2	-10
CCOC(=O)C1(O)CC(C)=NN1C(=O)c1cccc(Cl)c1 (stereo not given)	-1	-0.9	0.86	4	14	0.96	1	-2	-1
Cc1cccc(Nc2nc(-c3ccc(F)cc3)cs2)n1	-3	3.1	1.1	-10	-12	1.1	-2	-1	-2
CC(C)(C)OC(=O)NNC(=O)c1cccs1	-2	-1.0	0.96	-1	4	1	1	-4	0
Next part:
SMILES	MIN6 prolif	MPTP inh	mIAP activ	hIAP inh	mIAP inh	hIAP activ	A3A deaminase	GRIN3A LBD mod	A3G deaminase
CC1CCN(C(=O)CCNS(=O)(=O)c2ccc3c(c2)c(=O)n(C)c(=O)n3C)CC1	8	-0.3	0.94	3	6	0.97	-2	1	-5
O=C(Oc1ccc2c(=O)c(Oc3ccc4ccccc4c3)coc2c1)c1cccnc1	0	1.9	1.1	15	-7	0.85	-4	-4	-5
Cn1ccnc1SCC(=O)Nc1cc(C(F)(F)F)ccc1N1CCOCC1	2	-2.2	1	11	0	0.89	-4	0	-6
Cc1ccc(S(=O)(=O)NC(=O)N2CCN(Cc3c(F)cccc3Cl)CC2)cc1	3	2.6	1.1	-4	-10	1	-2	1	-3
CCCS(=O)(=O)N1CCC(Cc2ccc(OC)cc2)(C(=O)OCC)CC1	-1	2.9	0.95	1	5	0.99	-2	-1	-10
O=C(NC1CC1)C1=C[C@@H](c2ccc(C(F)(F)F)cc2)C[C@@H](OCc2ccc(CO)cc2)O1	-1	-0.9	1	-2	-2	1	-3	-3	-8
CCN(Cc1cc2ccccc2[nH]c1=O)S(=O)(=O)c1ccc(OC)cc1	-1	2.7	0.94	2	6	0.98	-6	-1	-5
CCOC(=O)c1c(-c2ccc(OC)cc2)nc2nonc2c1N	-1	1.0	1	0	0	1	-1	0	-2
Cc1ccc(OCCn2c(C)c(/C=N/n3cnnc3)c3ccccc32)cc1	-2	-1.9	0.71	9	29	0.91	3	1	2
O=C1Nc2ccc(Cl)cc2/C1=C/C1CC=CCC1 (stereo not given)	0	-1.6	0.85	-9	15	1.1	1	-30	3
CN1C(=O)N(C)C2CC1N(C)C(=O)N2C	-2	-0.9	0.93	11	7	0.89	-1	0	-10
O=c1nc(/C=C/c2cccn2-c2ccc([N+](=O)[O-])cc2)cc(C(F)(F)F)[nH]1	1	-0.8	0.91	8	9	0.92	11	3	6
Cc1ccc(NC(=O)[C@@H]2CCC(=O)N2C2OC(=O)c3ccccc32)cc1Cl (stereo not given in full)	-1	-1.1	0.81	6	18	0.94	-4	-2	-8
CC(Sc1nnc(-c2ccccc2F)n1C1CC1)C(=O)NC(N)=O (stereo not given)	-3	-0.1	0.96	-13	4	1.1	-1	-3	-7

Compounds listed so far with bromine, in the order listed:
SMILES	MIN6 prolif	MPTP inh	mIAP activ	hIAP inh	mIAP inh	hIAP activ	A3A deaminase	GRIN3A LBD mod	A3G deaminase
CCC(CC)Nc1ccc(C(CC(N)=O)NC(=O)Cc2ccc(Br)cc2)cc1[N+](=O)[O-] (stereo not given)	-3	-2.6	0.77	6	23	0.94	-1	-2	-6
COc1ccc(CNC(=O)C/C(C)=N/NC(=O)COc2ccc(C)cc2Br)cc1	2	0.8	0.96	-12	4	1.1	-3	2	-5
